Source: PubChem
NCOA1 inh: SRC1 coactivator transcriptional activity inhibitors, primary screen, cell-based, luminescence | HEK293 GAL4-SRC1 luciferase reporter | inhibition, % at 3.6 µM | AID 588354, 2011 | 360,000 compounds, 0.12% hits;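 active means inhibition above the campaign mean plus 3 SD, with each screening campaign given its own cutoff, cut at about 60% in these data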;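 further: 0% = DMSO treated cells and 100% = gossypol at 36 µM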
LRH-1 inv ag: LRH-1 (NR5A2) inverse agonists, primary screen, cell-based, luminescence, HEK293T, StAR-luciferase reporter; LRH-1 transfected, 24 h; inhibition, % at 3.6 µM; 360,000 compounds, 0.13% hits; AID 602396, 2012;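 active means inhibition above the mean inhibition of all tested compounds plus 3 SD, cut at about 73% in these data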;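 further: 0% = DMSO wells and 100% = reporter-only cells lacking LRH-1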
Target sequence (O00482 whole entry, looked up): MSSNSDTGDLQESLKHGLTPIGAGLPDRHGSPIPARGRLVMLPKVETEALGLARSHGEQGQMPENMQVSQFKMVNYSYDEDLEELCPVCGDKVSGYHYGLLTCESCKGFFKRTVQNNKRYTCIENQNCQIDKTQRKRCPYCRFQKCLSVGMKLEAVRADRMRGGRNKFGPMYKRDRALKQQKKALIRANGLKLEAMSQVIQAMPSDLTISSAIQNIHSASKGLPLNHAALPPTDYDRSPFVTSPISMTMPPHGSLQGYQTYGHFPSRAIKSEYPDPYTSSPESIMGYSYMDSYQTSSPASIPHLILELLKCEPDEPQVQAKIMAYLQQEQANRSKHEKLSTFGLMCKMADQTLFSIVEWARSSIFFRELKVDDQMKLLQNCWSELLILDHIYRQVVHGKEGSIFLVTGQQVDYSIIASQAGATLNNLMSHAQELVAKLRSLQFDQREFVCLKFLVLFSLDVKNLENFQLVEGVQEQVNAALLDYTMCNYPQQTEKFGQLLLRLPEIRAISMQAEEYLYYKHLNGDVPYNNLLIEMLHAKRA
TLR9-MyD88 block: inhibitors of TLR9-MyD88 association in cells, primary screen, cell-based, CHO, BLA complementation, fluorescence; 340,000 compounds, 0.21% hits; CCF4 FRET ratio; inhibition, % at 4.98 µM; Toll-like receptor 9 (Homo sapiens) + Myeloid differentiation primary response protein …;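 active means inhibition above the mean over all tested compounds plus 3 SD, cut at about 21% in these data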;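 further: 0% = DMSO only wells and 100% = clavulanate BLA inhibitor control wells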
NOD2-RIPK2 inh: NOD2-RIPK2 binding disruptors in cells, primary screen, fluorescence, CHO cells, BLA complementation; CCF4 ratio; inhibition, % at 4.98 µM; 360,000 compounds, 0.38% hits; in the data active means inhibition above about 21%;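 further: 0% = vehicle only and 100% = reference blocker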
TROY signal inh: inhibitors of TROY-driven NF-kB signaling, primary screen, Q293 LMP1-TROYcd cells, NF-kB luciferase, uHTS; AID 1347056, 2019; inhibition, % at 10 µM; Q293 LMP1-TROYcd NF-kB luciferase reporter, 4 h; 360,000 compounds, 0.98% hits;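 active means compounds whose plate-normalised and pattern-corrected inhibition of the luciferase reporter signal at the single screening dose is 50% or more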
ABHD5 PLIN5 PPI: ABHD5-PLIN5 interaction inhibitors, primary screen, cell lysate, split luciferase complementation, luminescence. AID 602281, 2012. 360,000 compounds, 0.78% hits. inhibition, % at 4 µM. Split G. princeps luciferase complementation, 4 h;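 active means inhibition above the mean inhibition across every tested compound plus 3 SD, cut at about 22% in these data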;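 further: 0% = DMSO only wells and the 100% control is not disclosed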
Exocytosis inh: LAMP-1 surface exposure blockers, TALL-104 cells – cell-based, flow cytometry, MLPCN library, primary screen. inhibition, % at 10 µM. AID 651702, 2012. 360,000 compounds, 0.66% hits. TALL-104 LAMP-1 surface exposure; cells stimulated with thapsigargin and PMA;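 active means inhibition above about 55%, limit read from the data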
SRC2 inh: inhibition of GAL4-SRC2 driven luciferase reporter, primary screen, SRC2 inhibitor project, cell-based, luminescence; Nuclear receptor coactivator 2 (Homo sapiens), Q15596; HEK293 GAL4-SRC2 luciferase reporter; inhibition, % at 9 µM; 370,000 compounds, 0.17% hits;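 active means inhibition above the mean inhibition of all tested compounds plus 3 SD, set per campaign, cut at about 52% in these data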;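 further: 0% = DMSO treated cells and 100% = cells given Gossypol at 36 µM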
SRC3 inh: SRC3 coactivator transcriptional activity inhibitors, primary screen, cell-based, luminescence. Nuclear receptor coactivator 3 (Homo sapiens), Q9Y6Q9. HEK293 GAL4-SRC3 luciferase reporter. inhibition, % at 3.6 µM. 360,000 compounds, 0.17% hits. AID 588352, 2011;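 active means inhibition above a per-campaign cutoff, the mean of all compounds plus 3 SD, cut at about 60% in these data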;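 further: 0% = DMSO-treated cells and 100% = gossypol-treated cells at 36 µM; higher means less SRC3-driven luciferase light from the GAL4 reporter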
COUP-TFII inh: NR2F2 transcriptional activity inhibitors, primary screen, cell-based, luciferase reporter, HEK293T, luminescence; COUP transcription factor 2 (Homo sapiens), P24468; HEK293T NGFI-A luciferase reporter; inhibition, % at 8.6 µM; 370,000 compounds, 0.7% hits; AID 686940, 2013;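 active means inhibition above a per-plate cutoff, mean inhibition of test wells between control levels plus 3 SD, cut at about 38% in these data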;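 further: cells cotransfected with COUP-TFII expression vector driving the NGFI-A reporter; 0% = median of COUP-TF2 test wells and 100% = reporter-only cells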
TWEAK-Fn14 inh: inhibitors of TWEAK-Fn14 signaling, primary screen, luciferase reporter cells, uHTS; 360,000 compounds, 2% hits; TWEAK-stimulated Fn14 reporter cells, luciferase luminescence, 8 h; inhibition, % at 10 µM; in the data active means inhibition above about 50%
Numbers without * were called inactive; · = not tested or not shown.

Labels used below – A = NCOA1 inh; B = LRH-1 inv ag; C = TLR9-MyD88 block; D = NOD2-RIPK2 inh; E = TROY signal inh; F = ABHD5 PLIN5 PPI; G = Exocytosis inh; H = SRC2 inh; I = SRC3 inh; J = COUP-TFII inh; K = TWEAK-Fn14 inh
> COc1ccc(C[C@H]2CN3C(=NC[C@@H]3Cc3ccccc3)N2CCNC(=O)c2ccc(C)c(Br)c2)cc1
  A: -5.5	B: -0.1	C: -0.8	D: 2.8	E: -5.7	F: 11.3	G: -3.5	H: ·	I: 15.1	J: ·	K: -22.9
> O=C(COc1cc(Cl)c(Cl)cc1Cl)NC(=O)Nc1ccc2c(c1)OCCO2
  A: -58.9	B: -53.0	C: 1.9	D: 12.2	E: -24.9	F: 0.9	G: 2.1	H: -45.2	I: -32.6	J: -54.2	K: -8.3
> COC(C(=O)Nc1ccc(Cl)cc1C)c1ccccc1 (stereo unspecified)
  A: 5.1	B: 1.0	C: -16.5	D: -3.4	E: 13.2	F: 1.2	G: -1.0	H: 4.0	I: 5.7	J: 5.4	K: -10.6
> CCOC(=O)C(=Cc1ccc(OCc2ccc([N+](=O)[O-])cc2)c(OC)c1)C(=O)OCC
  A: -26.2	B: -12.4	C: -1.1	D: -7.8	E: 30.2	F: 4.9	G: -2.3	H: -11.5	I: -20.7	J: -18.9	K: 58.1*
> CCOC(=O)COc1nc(C)c(Br)c(OC)n1
  A: -4.0	B: 7.1	C: 4.6	D: 4.2	E: -2.9	F: 4.0	G: -2.8	H: 4.7	I: -2.4	J: 10.5	K: -8.3
> O=C(C(=O)N1CCCC1)c1c[nH]c2ccccc12
  A: 22.2	B: 7.6	C: 3.2	D: 4.3	E: 10.6	F: 2.1	G: -4.3	H: -10.4	I: -9.0	J: 7.0	K: 18.4
> Cc1cc(=O)oc2c(C)c(OCC(=O)NCC3CCC(C(=O)O)CC3)ccc12 (stereo unspecified)
  A: 2.7	B: -36.3	C: 0.4	D: -6.7	E: -6.5	F: 6.3	G: 15.6	H: -44.1	I: 11.4	J: 1.7	K: -9.4
> S=C1NCN(Cc2ccccc2)CN1
  A: -6.3	B: -31.5	C: -9.6	D: -6.6	E: 7.3	F: -5.2	G: 0.3	H: -0.8	I: 24.8	J: 26.6	K: 6.8
> Cc1cccc2sc(NC(=O)Cn3c(C)csc3=O)nc12
  A: -6.9	B: 10.1	C: -12.2	D: 10.7	E: -16.4	F: -9.7	G: 0.4	H: -1.6	I: 12.8	J: 5.2	K: 9.5
> CCOC(=O)/C(=C/Nc1ccc(F)c(F)c1)[N+](=O)[O-]
  A: 8.6	B: 4.4	C: -6.3	D: -6.2	E: 15.5	F: 0.3	G: 3.7	H: ·	I: 10.2	J: ·	K: -14.2
> O=C(COCc1nc2ccccc2c(=O)[nH]1)NCC1CCCCC1
  A: -6.1	B: -11.5	C: -6.8	D: -9.2	E: -10.6	F: -1.1	G: 0.2	H: -31.9	I: 7.8	J: 17.6	K: 2.2
> CCc1ccc(NC(=S)NC2CC3CCCC(C2)N3Cc2ccccc2)cc1 (stereo unspecified)
  A: 7.5	B: -28.6	C: 5.5	D: -1.2	E: 17.4	F: 1.7	G: 17.0	H: 3.6	I: 12.4	J: 4.2	K: -17.4
> COc1ccc(/C=N/NC(=O)CNS(=O)(=O)c2ccc(C)cc2)cc1
  A: -10.9	B: 0.9	C: 0.9	D: -10.7	E: 5.3	F: 2.7	G: -1.6	H: -24.2	I: 4.0	J: -5.7	K: 2.8
> CN(Cc1ccccc1OCCO)CC1CCCN(CCc2ccc(Cl)cc2)C1 (stereo unspecified)
  A: 7.6	B: 7.8	C: -0.2	D: -10.6	E: -13.3	F: 6.7	G: 57.9*	H: -16.8	I: 2.1	J: 1.9	K: -11.3
> O=C(Nc1ccc2c(c1)CCC2)c1cnccn1
  A: -69.2	B: -169.2	C: 3.2	D: 1.4	E: -29.2	F: 0.1	G: -3.2	H: -35.1	I: -87.7	J: -54.0	K: 9.0
> Cc1cc(=O)[nH]c(SCC(=O)Nc2cc(S(=O)(=O)N(C)C)ccc2Cl)n1
  A: 1.3	B: 6.1	C: 16.9	D: 3.5	E: -15.9	F: 4.8	G: -0.6	H: -9.4	I: 1.1	J: -12.3	K: -10.1
> O=C(CCN1CCCC1)Nc1ccc(Br)cc1
  A: -2.7	B: -13.7	C: 0.4	D: -4.8	E: -12.8	F: -6.0	G: 2.0	H: -5.1	I: 1.4	J: 11.7	K: 0.1
> Cc1cccc(-c2nc(CN3CCN(Cc4cccc(F)c4)CC3)c(C)o2)c1
  A: -7.8	B: -3.3	C: -4.2	D: -9.8	E: -8.0	F: -5.2	G: -4.7	H: 10.4	I: -13.8	J: 4.3	K: -5.5
> CC(C)CC(=O)N1CC(=O)Nc2ccc(F)cc2C1c1ccccc1 (stereo unspecified)
  A: -8.0	B: 1.9	C: -0.8	D: -4.4	E: 0.8	F: 2.4	G: -13.6	H: -7.3	I: 13.0	J: -10.8	K: -2.2
> CSc1ccccc1NC(=O)c1cc2c(=O)n3ccccc3nc2s1
  A: -14.2	B: -4.0	C: 13.3	D: 6.5	E: -19.3	F: -1.5	G: 2.1	H: -11.7	I: -4.2	J: -1.4	K: -28.6
> Cc1ccc2c(Cl)cc(Cl)c(OCC(=O)NC(C)(C)C)c2n1
  A: -4.3	B: 9.0	C: 4.8	D: 7.4	E: -0.1	F: 0.5	G: 19.6	H: -20.2	I: 13.4	J: 24.5	K: 1.3
> Cc1ccc(C(=O)N2CCN(c3ccc([N+](=O)[O-])c(NCc4ccco4)c3)CC2)cc1
  A: 5.8	B: 3.1	C: -2.2	D: -8.0	E: 22.7	F: 6.0	G: -6.1	H: -20.0	I: -0.9	J: 8.1	K: 15.7
> CC(CCc1ccccc1)C(=O)NO (stereo unspecified)
  A: -7.9	B: 3.1	C: 4.2	D: -5.7	E: 7.0	F: 2.5	G: -1.4	H: -6.5	I: 4.4	J: 6.2	K: 0.1
> Cc1cs/c(=N/C(=S)Nc2ccccc2)n1C
  A: -117.6	B: -198.8	C: 2.3	D: -5.5	E: -34.1	F: 5.1	G: -4.1	H: -21.2	I: -76.8	J: -65.4	K: 3.1

An excerpt of these results, tab-delimited.
mol	NCOA1 inh	LRH-1 inv ag	TLR9-MyD88 block	NOD2-RIPK2 inh	TROY signal inh	ABHD5 PLIN5 PPI	Exocytosis inh	SRC2 inh	SRC3 inh	COUP-TFII inh	TWEAK-Fn14 inh
COC(C(=O)Nc1ccc(Cl)cc1C)c1ccccc1 (stereo unspecified)	5.1	1.0	-16.5	-3.4	13.2	1.2	-1.0	4.0	5.7	5.4	-10.6
CCOC(=O)C(=Cc1ccc(OCc2ccc([N+](=O)[O-])cc2)c(OC)c1)C(=O)OCC	-26.2	-12.4	-1.1	-7.8	30.2	4.9	-2.3	-11.5	-20.7	-18.9	58.1*
CCOC(=O)COc1nc(C)c(Br)c(OC)n1	-4.0	7.1	4.6	4.2	-2.9	4.0	-2.8	4.7	-2.4	10.5	-8.3
O=C(C(=O)N1CCCC1)c1c[nH]c2ccccc12	22.2	7.6	3.2	4.3	10.6	2.1	-4.3	-10.4	-9.0	7.0	18.4
Cc1cc(=O)oc2c(C)c(OCC(=O)NCC3CCC(C(=O)O)CC3)ccc12 (stereo unspecified)	2.7	-36.3	0.4	-6.7	-6.5	6.3	15.6	-44.1	11.4	1.7	-9.4
S=C1NCN(Cc2ccccc2)CN1	-6.3	-31.5	-9.6	-6.6	7.3	-5.2	0.3	-0.8	24.8	26.6	6.8
Cc1cccc2sc(NC(=O)Cn3c(C)csc3=O)nc12	-6.9	10.1	-12.2	10.7	-16.4	-9.7	0.4	-1.6	12.8	5.2	9.5
CCOC(=O)/C(=C/Nc1ccc(F)c(F)c1)[N+](=O)[O-]	8.6	4.4	-6.3	-6.2	15.5	0.3	3.7	·	10.2	·	-14.2
O=C(COCc1nc2ccccc2c(=O)[nH]1)NCC1CCCCC1	-6.1	-11.5	-6.8	-9.2	-10.6	-1.1	0.2	-31.9	7.8	17.6	2.2

These rows are one share of the data (hit frequency here may not be typical).
